NCOA2 inhibitor: inhibition of GAL4-SRC2 driven luciferase reporter, primary screen, SRC2 inhibitor project, cell-based, luminescence. Nuclear receptor coactivator 2 (Homo sapiens), Q15596. HEK293 GAL4-SRC2 luciferase reporter. inhibition, % at 9 µM. 370,000 compounds, 0.17% hits. AID 651957, 2012;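 active = inhibition above the mean inhibition of all tested compounds plus 3 SD, set per campaign, cut at about 52% in these data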;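 note: 0% = DMSO treated cells and 100% = cells given Gossypol at 36 µM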
Target sequence (Q15596 whole entry, looked up, the tested form may be a part): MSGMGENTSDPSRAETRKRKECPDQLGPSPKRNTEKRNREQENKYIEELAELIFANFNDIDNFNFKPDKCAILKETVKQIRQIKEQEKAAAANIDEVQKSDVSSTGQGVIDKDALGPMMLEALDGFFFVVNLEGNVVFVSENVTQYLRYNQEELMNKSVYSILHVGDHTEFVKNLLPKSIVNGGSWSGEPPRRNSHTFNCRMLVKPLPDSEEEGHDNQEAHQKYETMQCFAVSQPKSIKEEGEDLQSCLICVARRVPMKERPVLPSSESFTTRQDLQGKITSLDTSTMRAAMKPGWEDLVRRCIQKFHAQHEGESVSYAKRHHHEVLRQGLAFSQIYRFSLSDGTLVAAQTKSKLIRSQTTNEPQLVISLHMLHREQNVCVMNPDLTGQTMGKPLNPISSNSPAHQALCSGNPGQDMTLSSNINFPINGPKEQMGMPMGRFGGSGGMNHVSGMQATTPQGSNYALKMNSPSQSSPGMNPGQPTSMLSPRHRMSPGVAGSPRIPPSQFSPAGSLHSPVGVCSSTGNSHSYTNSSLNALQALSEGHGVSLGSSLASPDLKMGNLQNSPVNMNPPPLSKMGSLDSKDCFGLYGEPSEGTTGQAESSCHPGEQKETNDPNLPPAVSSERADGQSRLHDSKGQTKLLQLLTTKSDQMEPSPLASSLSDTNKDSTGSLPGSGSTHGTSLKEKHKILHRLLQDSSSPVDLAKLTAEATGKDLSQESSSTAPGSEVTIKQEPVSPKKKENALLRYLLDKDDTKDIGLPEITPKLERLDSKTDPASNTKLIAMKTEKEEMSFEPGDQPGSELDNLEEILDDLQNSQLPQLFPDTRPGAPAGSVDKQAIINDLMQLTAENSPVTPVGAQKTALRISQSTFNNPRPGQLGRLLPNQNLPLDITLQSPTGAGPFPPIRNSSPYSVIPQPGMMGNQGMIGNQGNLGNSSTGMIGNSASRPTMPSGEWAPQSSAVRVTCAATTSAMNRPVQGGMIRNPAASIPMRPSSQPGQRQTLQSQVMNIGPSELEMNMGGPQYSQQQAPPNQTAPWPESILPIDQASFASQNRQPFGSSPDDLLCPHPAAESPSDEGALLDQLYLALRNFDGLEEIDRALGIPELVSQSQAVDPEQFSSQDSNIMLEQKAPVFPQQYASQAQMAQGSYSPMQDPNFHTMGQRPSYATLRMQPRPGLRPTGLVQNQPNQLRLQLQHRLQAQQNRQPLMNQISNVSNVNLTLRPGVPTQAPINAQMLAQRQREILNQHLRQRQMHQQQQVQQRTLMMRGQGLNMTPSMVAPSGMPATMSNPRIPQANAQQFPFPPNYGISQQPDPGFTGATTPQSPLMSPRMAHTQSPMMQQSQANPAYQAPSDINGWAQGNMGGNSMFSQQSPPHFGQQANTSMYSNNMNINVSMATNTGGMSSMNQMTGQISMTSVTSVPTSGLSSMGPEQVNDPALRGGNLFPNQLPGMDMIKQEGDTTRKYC
Starred values were filed as active, the others as inactive.

SMILES	NCOA2 inhibitor
Cc1oc2c(c(C)nn2-c2ccccc2)c(=O)c1Cl	-17
Cc1cccc(-c2ccc3c(c2)[C@@H]2C[C@H]4[C@@H](CN2CC3)[C@H](C)ON4C)c1	11
O=C(NC1CCCC1)[C@@H]1CCCN1C(=O)[C@@H](NS(=O)(=O)c1ccc(F)cc1F)C1CCCCC1	-8
O=C1[C@@H](C2CC2)[C@@H]2c3ccccc3C=NN2[C@@H]2c3ccccc3C=NN12	1
C[C@H](O)[C@@H]1C(=O)N2CCc3c([nH]c4ccccc34)[C@@H]2C[C@@H]1N(C)C(=O)OCc1ccccc1	-12
CN(C)[C@@H]1CCN(c2cccc3c2S(=O)(=O)N2CC[C@@H](C2)O3)C1	-30
O=C1NC(Cc2ccccc2)c2nc3ccc(Cl)cc3c(=O)n2-c2cc(Cl)ccc21 (centres undefined)	-22
C/C=C/C=C/C(=O)N1C[C@H](C)N(C)C[C@H]1C	16
Cc1cc(C)cc(C(=O)OCCN2CCN(C3CN(Cc4cn(Cc5ccc([N+](=O)[O-])cc5)nn4)S(=O)(=O)C3)CC2)c1 (centres undefined)	14
CN1C(=O)C[C@@](C#N)(C(=O)NCc2ccc3c(c2)OCO3)[C@H]1c1ccccc1	4
CN(CCCOC(=O)c1occ2ccccc12)C1CN(Cc2cn(Cc3ccccc3Cl)nn2)S(=O)(=O)C1 (centres undefined)	-29
CCOc1ccc(S(=O)(=O)Nc2ccc3c(c2)c2c(n3S(=O)(=O)c3ccc(OCC)cc3)CCCC2=O)cc1	3
COc1cccc(CNC(=O)[C@H]2CCCN2C(=O)[C@H]2CCCN2C(=O)c2ccccc2C(F)(F)F)c1	-24
COC(=O)[C@]12CCCCC=C1N(Cc1ccc(OC)cc1)C(=O)[C@@H]2CC(=O)N1CCSCC1	-17
Cc1cccc(Cn2cc(COC(=O)Nc3ccc(F)cc3)nn2)c1	2
CN(CCOC(=O)CSc1ccccc1)C1CN(Cc2cn(Cc3ccccc3F)nn2)S(=O)(=O)C1 (centres undefined)	5
COC(=O)[C@]12C[C@H](CC(=O)NCc3cccc4ccccc34)C(=O)N(Cc3cccc4ccccc34)C1=C[C@H](C1CCCC1)O[C@@H]2C	-24
CC(C)(C)N1Cc2nnn(Cc3ccccc3)c2-c2cc(F)ccc2S1(=O)=O	-4
CCC(C)[C@@H](C(=O)OC)N(Cc1cn(Cc2ccccc2)nn1)S(=O)(=O)c1ccccc1Br (some centres undefined)	-3
Cc1ccc2oc(Nc3nc(-c4ccccc4)cc(=O)[nH]3)nc2c1	-21

The closing 5 records of the part before are carried over, then new ones follow.
SMILES	NCOA2 inhibitor
CN(CCOC(=O)CSc1ccccc1)C1CN(Cc2cn(Cc3ccccc3F)nn2)S(=O)(=O)C1 (centres undefined)	5
COC(=O)[C@]12C[C@H](CC(=O)NCc3cccc4ccccc34)C(=O)N(Cc3cccc4ccccc34)C1=C[C@H](C1CCCC1)O[C@@H]2C	-24
CC(C)(C)N1Cc2nnn(Cc3ccccc3)c2-c2cc(F)ccc2S1(=O)=O	-4
CCC(C)[C@@H](C(=O)OC)N(Cc1cn(Cc2ccccc2)nn1)S(=O)(=O)c1ccccc1Br (some centres undefined)	-3
Cc1ccc2oc(Nc3nc(-c4ccccc4)cc(=O)[nH]3)nc2c1	-21
Cc1ccccc1CNC(=O)C1CCCN(c2ncccn2)C1 (centres undefined)	-3
O=C(CSc1nc2ccccc2nc1N1CCCCC1)N1CCN(C(c2ccccc2)c2ccc(Cl)cc2)CC1 (centres undefined)	-2
CCOC(=O)[C@]12CCCCC/C=C\1N(Cc1ccc(OC)cc1)C(=O)[C@H]2CC(=O)NCc1cccc(C(F)(F)F)c1	10
Cc1ccc(C(=O)C2=C(O)C(=O)N(Cc3cccnc3)C2c2cccc(Oc3ccccc3)c2)o1 (centres undefined)	2
NC(=O)c1ccc(N=Nc2c(-c3ccccc3)[nH]n(-c3ccccc3)c2=O)cc1	15
COC(=O)[C@]12C[C@H](CC(=O)NCC34CC5CC(CC(C5)C3)C4)C(=O)N(Cc3cccc4ccccc34)C1=C[C@H](COCc1ccccc1)O[C@@H]2C	1
CC(C)C[C@H]1COc2c(Cl)cccc2S(=O)(=O)N1Cc1ccc(F)cc1F	6
CC(=O)C1=C(C)N(Cc2ccc(Br)cc2)C(=S)NC1c1cccc(Cl)c1 (centres undefined)	21
COc1ccc2c(c1)CN1CN(CC(C)C)S(=O)(=O)CC21 (centres undefined)	3
COc1cccc(CNC(=O)Cn2c(-c3ccccc3)cc(C(C)=O)c2C)c1OC	-16
COC(=O)c1cc(S(=O)(=O)N2CCN(c3ccccc3Cl)CC2)cn1C	3
COC(=O)[C@]12C[C@H](CC(=O)NCC3CCCCC3)C(=O)N(Cc3ccc4c(c3)OCO4)C1=C[C@H](C(C)(C)C)O[C@@H]2C	-2
Cc1cc(NS(=O)(=O)c2ccc(NC(=O)Cc3ccc(Cl)c(Cl)c3)cc2)on1	4
CCOC(=O)[C@]12CCCCC/C=C\1N(CCc1ccc(Cl)cc1)C(=O)[C@H]2CC(=O)N1CCC(c2ccccc2)CC1	6
O=C(CCc1ccccc1)N[C@H]1[C@H](OC(=O)c2cnccn2)CCC[C@]12C(=O)N(Cc1ccccc1)c1ccccc12	7
COC(=O)[C@]12C[C@H](CC(=O)NCCc3ccccc3OC)C(=O)N(Cc3cccc4ccccc34)C1=C[C@H](C(C)(C)C)O[C@@H]2C	9
O=C(NCc1ccco1)Nc1c(Cl)cc(Cl)cc1Cl	-10
COC(=O)[C@]12C[C@H](CC(=O)N3CCN(C(=O)C4CC4)CC3)C(=O)N(CCc3ccc(OC)c(OC)c3)C1=C[C@H](C(C)(C)C)O[C@@H]2C	7
CC(C)CNc1ccc2c(c1)OC[C@H](C)NS2(=O)=O	-14
O=C(NN=Cc1cccc(OCc2ccccc2)c1)c1cc(-c2ccc(Cl)cc2)n[nH]1	-35
CN(C)S(=O)(=O)c1cccc(C(=O)N/N=C\c2ccccc2)c1	-64
CCOC(=O)C1=CCN(S(=O)(=O)c2ccc(Cl)cc2)C1c1cccc(Br)c1 (centres undefined)	11
COC(=O)C[C@H]1CC[C@H]2[C@H](COc3ccc(NS(=O)(=O)c4cccc(F)c4)cc3C(=O)N2C)O1	-15
COc1ccccc1CNC(=O)NNC(=O)CCn1nc(C)c([N+](=O)[O-])c1C	-1
CCOc1ccc(-n2c(SCC(=O)c3ccc4ccccc4c3)nnc2-c2ccco2)cc1	5
COc1cc(-c2cc(C(=O)NN3CCN(C)CC3)c3ccccc3n2)cc(OC)c1OC	-9
O=[N+]([O-])c1ccc(CSc2nnc(-c3cccc(Cl)c3)n2Cc2ccco2)cc1	12
Cc1ccccc1N=C1NC(=O)/C(=C/c2cccn2-c2cccc(C(=O)O)c2)S1	-13
COC(=O)C1=C(C)N(C)C(=NCc2ccc(C(F)(F)F)cc2)NC1c1ccc(F)cc1 (centres undefined)	10
COC(=O)c1cccc(Nc2cc(C)n(-c3cccc(C(=O)OC)c3)c(=O)c2)c1	22
O=C(C1CCCN1S(=O)(=O)c1ccc(Br)s1)N1CCN(c2ccccc2)CC1 (centres undefined)	8
CCCCOCCCNC(=O)C[C@H]1C[C@@]2(C(=O)OC)C(=C[C@H](C(C)(C)C)O[C@@H]2C)N(CCC2=CCCCC2)C1=O	-14
CCOC(=O)C1CSCCS(=O)(=O)N1Cc1ccccc1F (centres undefined)	3
O=C(OCCN1CCN(C2CN(Cc3cn(Cc4ccc([N+](=O)[O-])cc4)nn3)S(=O)(=O)C2)CC1)c1cc2ccccc2o1 (centres undefined)	6
O=C(NCC1CCN(C(=O)C(=O)c2cc3ccccc3o2)CC1)c1cccnc1	16
O=S1(=O)c2ccc(N3CC[C@H](O)C3)cc2O[C@H]2CCN1C2	-10
CC(=O)C1=C(C)N(Cc2ccccc2)C(=S)NC1c1cccc(Br)c1 (centres undefined)	-1
N#Cc1ccc(C23CC4(C2)[C@H](CN(Cc2ccc(C(F)(F)F)cc2)[C@@H]4c2ccccc2)C3c2ccc(C(F)(F)F)cc2)cc1 (some centres undefined)	16
O=C(CSc1nnc(-c2ccccc2)n1-c1ccccc1)NN=C/C=C\c1ccccc1[N+](=O)[O-]	-7
Cn1c(Cc2cccs2)nnc1SCC(=O)Nc1ccc2cn[nH]c2c1	11

Reformatted bar-delimited: entries from further up.
canonical_smiles | NCOA2 inhibitor
O=C(NCC1CCN(C(=O)C(=O)c2cc3ccccc3o2)CC1)c1cccnc1 | 16
COC(=O)C1=C(C)N(C)C(=NCc2ccc(C(F)(F)F)cc2)NC1c1ccc(F)cc1 (centres undefined) | 10
CCOc1ccc(-n2c(SCC(=O)c3ccc4ccccc4c3)nnc2-c2ccco2)cc1 | 5
O=C(CSc1nnc(-c2ccccc2)n1-c1ccccc1)NN=C/C=C\c1ccccc1[N+](=O)[O-] | -7
CC(=O)C1=C(C)N(Cc2ccccc2)C(=S)NC1c1cccc(Br)c1 (centres undefined) | -1

Further structures:
SMILES	NCOA2 inhibitor
COc1cccc(/C=C2\CC3(OC(=O)c4ccco4)CCCN2C3)c1 (centres undefined)	13
O=C(Nc1nc2ncccn2c1-c1ccc(C(F)(F)F)cc1)c1ccc(F)cc1	-3
Cc1sc(CO)c(Sc2ccccc2)c1C(=O)O	4
O=C(CSc1nnc(-c2cccnc2)n1-c1ccc(Cl)cc1)c1ccc(F)cc1	15
C=CCn1c(SCC(=O)C(C)(C)C)nnc1-c1ccc(Cl)cc1	-27
CC(C)[C@H](N)C(=O)N[C@H](C(=O)N1CCC2CCN(Cc3ccccc3)CC21)C(C)C (some centres undefined)	-14
COC(=O)[C@]12C[C@H](CC(=O)NCc3ccccc3)C(=O)N(Cc3cccc4ccccc34)C1=C[C@H](COCc1ccccc1)O[C@@H]2C	-20
Cc1noc(C)c1NC(=O)Nc1ccc2c(c1)C(=O)N([C@H](C)CO)C[C@H](C)[C@H](CN(C)Cc1ccncc1)OCCCC[C@@H](C)O2	5
C/C(=C/c1[nH]c(N)[n+](CC2CC2)c1Cc1ccccc1)Cn1[nH]c(=O)n(-c2ccccc2)c1=O	-13
O=C1NC(=O)C2(CCCc3ccc(N(CCO)CCO)cc32)N1 (centres undefined)	-14
COC(=O)C1=C(C)N(Cc2ccccc2C(F)(F)F)C(=NCC2CC2)NC1CCc1ccccc1 (centres undefined)	-12
O=C(NCCc1c[nH]c2ccccc12)OCc1cn(Cc2ccccc2C(F)(F)F)nn1	-17
C=CCN1C(=O)[C@H](CC(=O)NCCc2ccccc2OC)[C@@]2(C(=O)OCC)CCCC=C12	10
COC(=O)C1=C(C)N(Cc2ccccc2C(F)(F)F)C(=NCc2ccc(OC)cc2)NC1c1ccc(Cl)cc1 (centres undefined)	-14
C=C(C)C#CC(Cc1ccccc1)NCC1CC1 (centres undefined)	14
O=C(N=Nc1c(O)[nH]c2c(Cl)cc(Cl)cc12)c1ccccc1O	-4
O=C(C1CCCN1S(=O)(=O)c1cccc([N+](=O)[O-])c1)N1CCN(c2ccccc2)CC1 (centres undefined)	-2
CC(=O)N1CCc2cc(S(=O)(=O)NC3CCN(C(=O)C(C)(C)C)CC3)ccc21	15
CCCCCN1CCCCC(NC(=O)c2ccc(C)cc2)C1=O (centres undefined)	-22
O=C(c1c[nH]c2ccccc12)N1CCC(Oc2cccnc2)CC1	-7
O=C1c2ccccc2C(=O)C12OC(c1ccccc1)C1(C(=O)c3ccccc3C1=O)C2c1cccc([N+](=O)[O-])c1 (centres undefined)	6
CC1=C(C(=O)OC(C)(C)C)C(c2ccc(Br)cc2)NC(=O)N1CCCC(=O)O (centres undefined)	0
O=C(CSc1nc2ccccc2[nH]1)NN=Cc1c(F)cccc1Cl	-2
CC[C@H](C)[C@@H]1NC(=O)c2cc([N+](=O)[O-])cc(I)c2NCC[C@@H](C(N)=O)NC(=O)[C@H](CCCN=C(N)N)NC1=O	-5
CC1CCCC(NC(=O)c2cn(C)c3ccc(S(=O)(=O)N4CCCC4)cc3c2=O)C1C (centres undefined)	13
CCC(C)N(Cc1ccc(OC)cc1OC)S(=O)(=O)c1cc(Br)ccc1Br (centres undefined)	-3
CCOc1ccc(-n2c(SCC(=O)c3ccc4ccccc4c3)nnc2-c2cccc(Cl)c2)cc1	-9
CCOC(=O)c1cccc(NC(=O)CN(C)S(=O)(=O)c2ccc(Br)s2)c1	-7
Cc1cc(=O)[nH]c(SCC(=O)Nc2cccc(C)c2C)n1	3
COc1ccc(S[C@]2(C(=O)N(C)C)CC(=O)N[C@@H]2c2ccc(OC)cc2)cc1	-21
COC(=O)[C@]12C[C@H](CC(=O)NCc3cccc4ccccc34)C(=O)N(CCc3ccc(OC)c(OC)c3)C1=C[C@H](C1CCCC1)O[C@@H]2C	1
COC(=O)C12C=C3CC(c4ccc(C(F)(F)F)cc4)=C3C(=O)N1Cc1[nH]c3ccccc3c1C2 (centres undefined)	9
COC(=O)[C@]12C[C@H](CC(=O)N3CCCC3)C(=O)N(CCC3=CCCCC3)C1=C[C@H](C(C)(C)C)O[C@@H]2C	-21
COc1ccc(CN(CCN2CCOCC2)C(=O)c2cccc(F)c2)cc1OC	-5
O=C(CSc1nnc(-c2ccccc2)n1-c1ccccc1)NN=Cc1ccc(-c2ccccc2)cc1	4
O=C(CC1CCCC1)N[C@@H](Cc1cccnc1)C(=O)N1CCC[C@H]1C(=O)NC1CCCC1	-1
C[C@@H]1CN([C@H](C)CO)S(=O)(=O)c2ccc(Br)cc2O[C@H]1CN(C)CC1CCOCC1	19
COCc1[nH]nc2c1C(c1ccc3c(c1)OCO3)N(c1ccc(OC)cc1)C2=O (centres undefined)	17
COC(=O)C1=C(C)N(C)C(=NCc2ccccc2C(F)(F)F)NC1CCc1ccccc1 (centres undefined)	-4
COC(=O)C1=C(C)N(Cc2cccc(C(F)(F)F)c2)C(=NCC2CC2)NC1c1cccc(F)c1 (centres undefined)	-17
C[N+]1=C(N)N[C@@]2(C=C3CCCCC3n3c(=O)n(-c4ccccc4)c(=O)n32)C1 (some centres undefined)	-11

Source: PubChem BioAssay

A portion of the library; count on the stated rates, not on these rows.
